# Compound activity: PubChem BioAssay, several laboratories
# HSF1 inh = HSF1 inhibition; 300,000 tested, 0.77% active; AID 2098; activity change, negative = inhibition, % at 7.5 µM (by protocol); NIH3T3-HGL HSE-luciferase, MG132-induced, luminescence 8 h; hits give low values;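 active means more than half of replicate wells show activity change below -50%, luminescence cut by over half; inconclusive means some wells, but at most half, below -50%; inactive means no replicate well below -50%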;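 further: luciferase reports HSF-1 transcriptional activity via heat shock element; 0% = median of DMSO wells and -100% = zero luminescence signal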
# PolyA inhibitor = yeast polyadenylation inhibition. 300,000 tested, 0.02% active. calls only at 12 µM. S. cerevisiae SKY197-pL101 polyadenylation reporter, beta-gal luminescence; efflux-impaired pdr1/pdr3 knockout yeast; score 100 = 6 SD above DMSO;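 active means lowest replicate activity score at least 50, where 100 means six control SD above control mean; inconclusive means lowest score under 50 but half or more replicates reach 50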;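 further: yeast exposed to compound for 9 h at 30 °C; higher score means more reporter readthrough which indicates perturbed polyadenylation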
# GSK3A inh = inhibitors of human GSK-3 alpha kinase | inhibition, % at 10 µM | P49840 | ADP-Glo luminescence, 60 min | AID 2650 | 320,000 tested, 0.1% active;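 in the data active means inhibition above about 50%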;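 further: GST-tagged GSK-3 alpha with peptide substrate and 25 µM ATP; 0% = DMSO neutral wells and 100% = GW8510 positive control wells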
# Target sequence (P49840 whole entry, looked up): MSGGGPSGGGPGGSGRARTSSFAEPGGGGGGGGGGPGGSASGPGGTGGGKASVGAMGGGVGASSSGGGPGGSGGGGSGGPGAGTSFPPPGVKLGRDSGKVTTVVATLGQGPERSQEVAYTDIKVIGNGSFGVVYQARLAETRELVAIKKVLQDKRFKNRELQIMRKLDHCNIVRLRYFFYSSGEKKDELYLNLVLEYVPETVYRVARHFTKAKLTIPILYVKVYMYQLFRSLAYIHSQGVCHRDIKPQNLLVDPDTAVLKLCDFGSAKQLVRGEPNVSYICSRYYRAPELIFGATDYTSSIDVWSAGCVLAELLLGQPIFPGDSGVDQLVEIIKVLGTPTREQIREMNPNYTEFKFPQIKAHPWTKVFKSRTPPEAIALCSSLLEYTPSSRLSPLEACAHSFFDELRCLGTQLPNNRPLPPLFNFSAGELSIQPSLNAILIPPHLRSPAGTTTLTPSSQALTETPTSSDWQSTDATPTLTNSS
# DYRK1A inh = blocks rat Dyrk1A kinase activity; ADP-Glo luminescence, NFATc1 peptide; Q63470; 310,000 tested, 0.43% active; inhibition, % at 12.5 µM; in the data active means inhibition above about 50%;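 further: plate controls were vehicle with enzyme for no effect and no enzyme for full effect; many of its hits are not listed in these tables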
# HSF-1 act = increases HSF-1 driven luciferase reporter signal | NIH3T3-HGL HSF-1 luciferase reporter, MG132, 8 h; 100% = twice DMSO control signal | activation, % at 9 µM | 300,000 tested, 1.7% active | AID 504408;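 active means mean replicate activation of at least 50% with a set share of replicates each reaching 50%; inconclusive means only one of those two conditions met; inactive means mean below 50% and too few replicates reaching it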;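 further: 0% = median of the neutral control wells and 100% = twice that signal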
# HDAC3 inhib = inhibitors of human histone deacetylase 3 | 320,000 tested, 0.15% active | AID 2718 | recombinant HDAC3, fluorogenic peptide/trypsin coupled, fluorescence | inhibition, % at 8.3 µM; in the data active means inhibition above about 26%, passing the limit was not always enough; inconclusive means no clear call, values can overlap the other calls
# GSK3beta inhib = human GSK3beta kinase inhibition; P49841; GST-GSK3beta kinase, ADP-Glo luminescence, 60 min; hits give low values; activity score (negative = inhibition), % at 10 µM; 300,000 tested, 0.038% active; AID 2097;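 active means more than half of replicate wells score below -50%, meaning over 50% inhibition versus plate controls; inconclusive means some replicates but at most half score below -50%; inactive means no replicate scores below -50%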;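 further: 0% = median DMSO wells and -100% = median GW8510 positive control wells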
# Target sequence (P49841 whole entry, looked up): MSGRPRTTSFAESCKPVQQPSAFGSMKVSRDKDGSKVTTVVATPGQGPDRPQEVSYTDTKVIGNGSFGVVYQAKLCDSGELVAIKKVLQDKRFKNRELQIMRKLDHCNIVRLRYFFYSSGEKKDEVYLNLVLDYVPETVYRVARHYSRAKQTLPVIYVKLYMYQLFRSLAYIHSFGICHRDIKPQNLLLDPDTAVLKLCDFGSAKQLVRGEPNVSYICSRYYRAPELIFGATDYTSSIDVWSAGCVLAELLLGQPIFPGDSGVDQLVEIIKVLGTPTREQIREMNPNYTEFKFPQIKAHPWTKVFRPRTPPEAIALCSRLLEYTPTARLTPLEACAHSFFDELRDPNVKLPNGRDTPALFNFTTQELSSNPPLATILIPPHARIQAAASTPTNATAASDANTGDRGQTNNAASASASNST
#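 test system = GST-tagged human GSK3beta kinase, cell-free | reagent = 25 µM ATP with peptide substrate | dosing = one dose of 10 µM per compound | schedule = 60 min reaction, RT | detection = luminescent ADP-Glo measurement of ADP formed | control set = DMSO neutral wells and GW8510 at 20 µM as positive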
# Platelet DG rel = platelet dense granule release activity; 300,000 tested, 0.22% active; AID 1663; inhibition, %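 (compounds screened at 7.5 µM in platelet-rich plasma)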; human platelet-rich plasma, SFLLRN dense granule ATP release, luminescence;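 active means mean replicate score, as percent of positive control, at or above 50; inconclusive means mean below 50 but at least one replicate at or above 50; inactive means mean and every replicate below 50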
# AI-2 QS modul = Vibrio harveyi AI-2 quorum sensing modulation; Vibrio harveyi JMH597 AI-2 luminescence/OD600 ratio, 9 h; hits give low values; strain lacks LuxN and CqsS sensors; 0 = neutral-control median; activity change, % at 7.5 µM; 300,000 tested, 0.4% active; AID 2094; in the data active means activity change below about -75%, passing the limit was not always enough; inconclusive means no clear call, values can overlap the other calls;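 further: luminescence divided by OD600 gain over 9 h not by final OD600 alone; inactives centre near 13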
# HSP90 refold inh = blocks HSP90-mediated luciferase refolding in reticulocyte lysate; AID 1789; Rabbit reticulocyte lysate, luciferase refolding luminescence, 3 h; inhibition, % at 5.6 µM; 290,000 tested, 0.91% active;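 active means inhibition above the screen-wide mean plus 3 SD, computed separately per campaign, cut at about 16% in these data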;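 further: 0% = DMSO wells and 100% = 60 µM geldanamycin wells; inhibitors lower the luminescence because luciferase stays unfolded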
# * marks the source's active call; other numbers are inactive results; i = inactive; ? = inconclusive; . = not tested or not shown. These rows are one share of the data; the hit share may differ from the screen's.
HSF1 inh	PolyA inhibitor	GSK3A inh	DYRK1A inh	HSF-1 act	HDAC3 inhib	GSK3beta inhib	Platelet DG rel	AI-2 QS modul	HSP90 refold inh	canonical_smiles
.	.	1	3	.	8	.	.	.	-6	CCOc1cc(/C=N/Nc2ccccc2Cl)ccc1OCC(=O)O
6	i	0	-2	24	?	1	-10	35	2	CC(Sc1nnc2ccccn12)C(=O)Nc1ccc2c(c1)OCO2 (centres undefined)
0	i	0	6	4	-5	6	9	43	3	COc1ccccc1Oc1ccc(S(=O)(=O)N2CCCC2)cc1
-5	i	0	-7	-2	8	2	0	16	-2	CCCN1CCN(C(=O)Cn2cccc2C(=O)c2ccccc2)CC1
4	i	-1	-4	33	-5	1	-3	12	3	COc1cccc(/C=C(\C#N)c2nc3ccc(C)cc3[nH]2)c1OCC(=O)O
-15	i	0	1	-16	3	1	-55	69	9	O=C(CN1C(=O)C2C3C=CC(C3)C2C1=O)Nc1nc(-c2ccccn2)cs1 (centres undefined)
-1	i	-2	7	-1	4	1	0	9	-1	Cc1cc(NC(=O)CSc2nnc(COc3ccccc3)n2Cc2ccco2)no1
-3	i	-2	.	8	6	3	-1	39	-2	CC(NC(=O)c1ccccc1)C(=O)OCC(=O)N1c2ccccc2Sc2ccccc21 (centres undefined)
0	i	-2	3	7	-6	1	-2	20	2	COc1cc(OC)cc(-c2nc(N)n[nH]2)c1
0	i	0	6	-14	0	-2	-33	2	2	COc1cccc(-n2nc(-c3ccnn3-c3ccc(C)cc3)c(=O)n(C)c2=O)c1
-7	i	-6	0	4	5	2	0	10	2	CCOC(=O)c1c(-c2ccc(C)cc2)csc1NC(=O)CCN1CCOCC1
1	i	3	17	-13	2	-4	-1	12	-2	COc1cccc(NC(=O)c2cc(-c3cccnc3)nc3c(Cl)cccc23)c1
-3	i	0	22	11	0	-9	-4	4	-4	O=C(Nc1ccncc1)Nc1cccc(F)c1
-5	i	0	-5	-21	-2	2	-32	6	-6	CC(=O)Nc1ccc(S(=O)(=O)N2CCC(C(N)=O)(N3CCCCC3)CC2)cc1
-1	i	1	-2	18	?	-1	1	-19	-2	c1ccc(Cc2ccc(OCCn3ccnc3)cc2)cc1
0	i	2	7	12	5	-1	.	8	7	CN=c1sc2ccccc2n1CC(O)COCc1ccco1 (centres undefined)
9	i	-4	6	25	4	1	3	7	3	CC1=C(C(=O)OCC(C)C)[C@]23C(=O)c4ccccc4[C@@]2(O1)OC(N)=C3C#N
19	i	-1	-13	14	-30	-1	2	16	5	c1csc(-c2nnc(-c3ccc(N4CCOCC4)cc3)o2)c1
2	i	-3	-2	11	4	1	-2	-19	-1	Cc1cc(C)cc(NS(=O)(=O)c2ccc3[nH]cc(C(=O)N4CCc5ccccc54)c(=O)c3c2)c1
4	i	1	0	24	-1	-1	-5	5	-2	N/C(COc1ccccc1)=N\NS(=O)(=O)c1ccccc1
-12	i	0	-1	-16	3	3	13	21	4	CC(C)(C)c1ccc(Oc2ccc(NC(=O)CCCC(=O)O)cn2)cc1
-1	i	0	-6	-1	1	1	0	28	4	CCCCNC(=O)CCCn1c(=O)[nH]c2ccc(Br)cc2c1=O
.	i	0	.	.	-5	2	-6	4	2	COc1ccc(CN(C)c2nc(-c3cccnc3)nc3ccccc23)cc1OC
-13	i	-4	.	-23	6	-2	-18	11	8	CCOC(=O)C1=C(C)NC(=O)C1CC(=O)Nc1ccccc1 (centres undefined)
-5	i	-2	-2	1	4	5	-3	-1	-1	CCOc1ccc(CCNC(=O)Nc2cccc(OC)c2)cc1OCC

# Reprinted from above (12 entries):
HSF1 inh	PolyA inhibitor	GSK3A inh	DYRK1A inh	HSF-1 act	HDAC3 inhib	GSK3beta inhib	Platelet DG rel	AI-2 QS modul	HSP90 refold inh	canonical_smiles
-5	i	0	-5	-21	-2	2	-32	6	-6	CC(=O)Nc1ccc(S(=O)(=O)N2CCC(C(N)=O)(N3CCCCC3)CC2)cc1
-1	i	1	-2	18	?	-1	1	-19	-2	c1ccc(Cc2ccc(OCCn3ccnc3)cc2)cc1
0	i	2	7	12	5	-1	.	8	7	CN=c1sc2ccccc2n1CC(O)COCc1ccco1 (centres undefined)
9	i	-4	6	25	4	1	3	7	3	CC1=C(C(=O)OCC(C)C)[C@]23C(=O)c4ccccc4[C@@]2(O1)OC(N)=C3C#N
19	i	-1	-13	14	-30	-1	2	16	5	c1csc(-c2nnc(-c3ccc(N4CCOCC4)cc3)o2)c1
2	i	-3	-2	11	4	1	-2	-19	-1	Cc1cc(C)cc(NS(=O)(=O)c2ccc3[nH]cc(C(=O)N4CCc5ccccc54)c(=O)c3c2)c1
4	i	1	0	24	-1	-1	-5	5	-2	N/C(COc1ccccc1)=N\NS(=O)(=O)c1ccccc1
-12	i	0	-1	-16	3	3	13	21	4	CC(C)(C)c1ccc(Oc2ccc(NC(=O)CCCC(=O)O)cn2)cc1
-1	i	0	-6	-1	1	1	0	28	4	CCCCNC(=O)CCCn1c(=O)[nH]c2ccc(Br)cc2c1=O
.	i	0	.	.	-5	2	-6	4	2	COc1ccc(CN(C)c2nc(-c3cccnc3)nc3ccccc23)cc1OC
-13	i	-4	.	-23	6	-2	-18	11	8	CCOC(=O)C1=C(C)NC(=O)C1CC(=O)Nc1ccccc1 (centres undefined)
-5	i	-2	-2	1	4	5	-3	-1	-1	CCOc1ccc(CCNC(=O)Nc2cccc(OC)c2)cc1OCC

# More entries follow:
HSF1 inh	PolyA inhibitor	GSK3A inh	DYRK1A inh	HSF-1 act	HDAC3 inhib	GSK3beta inhib	Platelet DG rel	AI-2 QS modul	HSP90 refold inh	canonical_smiles
1	i	-7	0	22	1	0	9	11	-1	CCOC(=O)C(N)CSC1CC(=O)N(c2ccc(OC)cc2)C1=O (centres undefined)
-1	i	-1	3	-4	-4	6	-1	11	-7	CCOC(=O)N1CCC(NC(=O)C2=CCN(S(=O)(=O)c3ccc(OC)cc3)CC2)CC1
0	i	-4	9	-6	0	-2	-2	34	-4	CC(=O)Nc1ccc(S(=O)(=O)NCc2ccc(C(=O)NC(C)c3ccccc3)cc2)cc1 (centres undefined)
-2	i	-6	0	-18	11	0	3	26	0	CCN(CC#CCC(O)(c1ccccc1)C1CCCC1)C(C)C (centres undefined)
-7	i	.	1	11	1	-3	3	51	-2	COC(=O)c1c(NC(=O)COC(=O)c2ccc(C)s2)sc2c1CCCCC2
-5	i	-1	.	-7	2	2	-2	14	-1	NC(=O)c1cc(-c2ccncc2)nc2ccc(Cl)cc12
-3	i	1	-9	12	1	-2	1	29	-3	O=c1n(-c2ccccc2)c(=O)n(Cc2ccccn2)n1Cc1ccccn1
-3	i	1	-4	0	0	-3	8	19	2	Cc1ccc(OCC(=O)NCc2ccccc2)c([N+](=O)[O-])n1
1	i	-5	.	6	-2	-2	3	-2	5	CC(c1ccco1)N(C(=O)c1ccc(Cl)s1)c1ccccn1 (centres undefined)
.	.	1	-5	.	7	.	.	.	3	Cc1cccc(N2C(S)=C(C#N)C(=O)NC2c2cccs2)c1 (centres undefined)
-4	i	0	21	-12	-6	1	-2	24	1	C=CCn1c(=N)n(CC(O)c2ccco2)c2ccccc21 (centres undefined)
7	i	-1	2	5	1	0	-1	6	3	O=c1oc2ccccc2c(NC2CCCCC2)c1NS(=O)(=O)c1ccc(F)c(Cl)c1
-3	i	0	5	17	-1	3	12	11	-2	NS(=O)(=O)c1ccc(CCNS(=O)(=O)c2cccc3cccnc23)cc1
12	i	0	-3	8	1	2	-14	41	4	CC(C)CNS(=O)(=O)c1ccc(OCC(=O)NCC2CCCO2)c(Cl)c1 (centres undefined)
-6	i	-1	.	0	-8	0	-4	-8	-2	COc1cc(C)c(CN2CCC(n3nccc3NC(=O)C3CCOC3)CC2)cc1C (centres undefined)
-3	i	0	2	-3	2	-4	-3	3	-2	Cc1ccc2c(c1)CCCN2C(=O)c1cc(C)on1
0	i	0	1	-1	-10	-3	-2	8	2	COc1ccc(NC(=O)C(=O)NCCN2CCN(C(=O)c3ccco3)CC2)cc1
0	i	-1	-3	2	-6	4	-1	7	0	CCOC(=O)C1(Cc2ccc(OC)cc2)CCN(C(=O)CCc2cccnc2)CC1
.	.	-1	11	.	3	1	.	19	0	Cc1cccc(N2CCN(C(=S)Nc3ccc4nc5n(c(=O)c4c3)CCCCC5)CC2)c1C
-8	i	0	-2	-15	2	3	-10	8	-2	CSc1ccc(CN2CCCN(C)CC2)cc1
4	i	1	5	7	0	2	9	9	0	c1ccc(C(c2nnnn2C2CCCC2)N2CCN(c3ccccc3)CC2)cc1 (centres undefined)
12	i	-2	-7	-6	0	3	5	11	1	CCC1Oc2ccc(C)cc2N(CC(=O)N(Cc2cccnc2)Cc2cccc(F)c2)C1=O (centres undefined)
3	i	-1	2	31	-1	1	3	10	-5	O=C(CSc1nc2ccccc2s1)c1ccc(O)cc1O
5	i	-1	0	-3	1	4	-4	-2	1	Fc1ccc2c(c1)C1OCCCC1C(c1ccccc1)N2 (centres undefined)
-2	i	-1	13	-4	1	-1	-12	23	3	O=c1[nH]c(C2CCCN(S(=O)(=O)c3ccccc3)C2)nc2c1nnn2Cc1ccccc1 (centres undefined)
-4	i	-3	1	24	3	1	0	-4	6	O=c1ccc2cc(S(=O)(=O)N3CCOCC3)ccc2o1
0	i	0	-5	12	2	5	-1	-2	-2	Cc1noc(C)c1S(=O)(=O)Nc1ccc(C(=O)NC2CCCCC2C)cc1 (centres undefined)
2	i	-1	-1	3	15	1	16	4	-1	CCN(CC)C(=O)Cn1cc(C(=O)C(=O)N2CCN(C)CC2)c2ccccc21
6	i	1	-1	7	1	-3	-3	29	3	Cc1noc(/C=C/NCc2cccnc2)c1S(=O)(=O)N(C)CC(=O)N1CCc2ccccc21
-3	i	-2	4	-5	-7	3	5	11	-2	CC(C)c1nc2cc(C(=O)N3CCNC(=O)C3c3cccc(F)c3)ccc2o1 (centres undefined)
-29	i	0	-2	-45	12	5	-6	-3	-2	CC(=O)Nc1ccc(S(=O)(=O)N(C)S(=O)(=O)c2ccc(F)cc2)cc1
